STK33 inh: blocks human STK33 kinase activity; 320,000 compounds, 0.073% hits; Q9BYT3; inhibition, % at 10 µM; purified STK33, MBP phosphorylation, ADP-Glo luminescence;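 active = inhibition at or above 25%, using the most active replicate where run in duplicate; inactive = inhibition below 25%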
KCNQ2 block: KCNQ2 channel blockers in CHO-K1 cells – cell-based, FluxOR thallium flux, B-score, primary screen (AID 2156) | 310,000 compounds, 1.1% hits | B-score at 10 µM | 20 min; stronger effect = lower value;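 active = fluorescence ratio B-score at most minus 3 library SDs, with starting brightness B-score within 2 library SDs, cut at about -5.5 in these data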
Target sequence (O88943 whole entry, looked up): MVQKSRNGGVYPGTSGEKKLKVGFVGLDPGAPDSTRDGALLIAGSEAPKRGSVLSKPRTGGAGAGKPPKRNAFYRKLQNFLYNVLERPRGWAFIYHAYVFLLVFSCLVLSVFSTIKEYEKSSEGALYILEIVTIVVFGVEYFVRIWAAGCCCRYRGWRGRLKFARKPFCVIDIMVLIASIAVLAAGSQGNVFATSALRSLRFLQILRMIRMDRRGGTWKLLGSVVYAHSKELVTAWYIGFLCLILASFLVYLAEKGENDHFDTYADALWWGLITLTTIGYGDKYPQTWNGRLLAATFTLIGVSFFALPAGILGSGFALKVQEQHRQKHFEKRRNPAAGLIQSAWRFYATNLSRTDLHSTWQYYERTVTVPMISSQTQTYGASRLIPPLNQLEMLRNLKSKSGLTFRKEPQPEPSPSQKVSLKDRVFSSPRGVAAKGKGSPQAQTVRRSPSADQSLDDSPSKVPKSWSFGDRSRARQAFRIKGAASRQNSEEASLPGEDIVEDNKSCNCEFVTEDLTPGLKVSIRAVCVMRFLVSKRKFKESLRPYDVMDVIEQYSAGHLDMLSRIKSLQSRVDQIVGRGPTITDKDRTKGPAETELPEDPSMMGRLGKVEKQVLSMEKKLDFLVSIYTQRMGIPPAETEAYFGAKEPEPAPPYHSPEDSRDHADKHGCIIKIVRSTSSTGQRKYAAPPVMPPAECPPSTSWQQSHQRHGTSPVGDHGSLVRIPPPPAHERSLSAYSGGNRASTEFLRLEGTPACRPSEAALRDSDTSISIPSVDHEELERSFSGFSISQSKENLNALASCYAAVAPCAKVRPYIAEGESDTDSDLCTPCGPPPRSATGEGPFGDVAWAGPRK
Kir21 inh: inhibitors of mouse Kir2.1 inward-rectifier potassium channel; P35561; HEK293-Kir2.1, FluxOR thallium flux fluorescence; stronger effect = lower value; B-score at 10 µM; 310,000 compounds, 0.85% hits; AID 1672;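 active = fluorescence ratio B-score at or below minus 3 SD of library scores, with starting-brightness B-score within 2 SD, cut at about -4.2 in these data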;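 also: channel flux triggered by added potassium and thallium sulfate stimulus; B-score of peak minus minimum fluorescence over baseline after thallium stimulus; more negative B-score means stronger Kir2.1 block with less thallium influx; some compounds called inactive have numbers as strong as hits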
* hit, by the source's call.

Results for Cc1ccc(OCCSc2nnc(NC(=O)c3ccco3)s2)cc1 ?
STK33 inh: -1.6; KCNQ2 block: inactive; Kir21 inh: -0.46

What do the screens show for `COC(=O)c1c(-c2ccc(F)cc2)csc1NC(=O)c1ccco1`?
STK33 inh: 3.5; KCNQ2 block: inactive; Kir21 inh: 0.27

Results for CCn1c(Cn2nnc(-c3ccccc3)n2)nnc1SCc1ccc(Cl)c(Cl)c1 ?
STK33 inh: -0.8; KCNQ2 block: inactive; Kir21 inh: 0.32

Results for COc1ccc(C(N)=S)c(OC)c1 ?
STK33 inh: 1.1; KCNQ2 block: inactive; Kir21 inh: -0.04

How did CC(C)NC(=O)NNC(=O)c1nn(-c2ccc(F)cc2)ccc1=O do in these assays?
STK33 inh: -0.2; KCNQ2 block: inactive; Kir21 inh: -0.66

How did CC(=O)/C(=N\Nc1ccccc1Cl)Sc1cccc2cccnc12 do in these assays?
STK33 inh: 0.2; KCNQ2 block: inactive; Kir21 inh: -0.23

How did COc1cc(C(c2c(C)[nH][nH]c2=O)c2c(C)[nH][nH]c2=O)cc(Br)c1OC do in these assays?
STK33 inh: 0.4; KCNQ2 block: inactive; Kir21 inh: 1.1

Results for Oc1cc2ccccc2cc1-c1n[nH]c(=S)o1 ?
STK33 inh: 2.3; KCNQ2 block: inactive; Kir21 inh: -0.19

How did Cc1ccc(S(=O)(=O)N2CCOCC2)cc1C(=O)NC1CCCC1 do in these assays?
STK33 inh: -0.4; KCNQ2 block: inactive; Kir21 inh: -0.77

How did CCN(CC)CCN1c2ccccc2Sc2ccc3ccccc3c21 do in these assays?
STK33 inh: 0.2; KCNQ2 block: inactive; Kir21 inh: -3.2

What do the screens show for `COc1ccc2c(c1)CCc1c(C(=O)NCC(C)C)noc1-2`?
STK33 inh: 0.2; KCNQ2 block: inactive; Kir21 inh: -0.18

What do the screens show for `CNC(=S)NNC(=O)c1sc2cc(C(F)(F)F)cnc2c1-c1cccnc1`?
STK33 inh: -0.9; KCNQ2 block: inactive; Kir21 inh: -1.1

Results for COc1ccc(C2CC(c3ccccc3)=NN2c2ccc(S(N)(=O)=O)cc2)cc1 (stereo not given) ?
STK33 inh: -0.9; KCNQ2 block: inactive; Kir21 inh: 0.18

What do the screens show for `O=C(NC(=S)N1CCN(C/C=C/c2ccccc2)CC1)c1ccc(F)cc1`?
STK33 inh: 0.4; KCNQ2 block: inactive; Kir21 inh: -0.27

What do the screens show for `O=C(Nc1ccc(NC(=O)c2ccc3c(c2)OCCO3)cc1)c1ccccc1`?
STK33 inh: -1.9; KCNQ2 block: inactive; Kir21 inh: 1.1

What do the screens show for `Cc1ccc(NC(=O)CN2C(=O)CC(C)S(=O)(=O)c3ccccc32)cc1` (stereo not given)?
STK33 inh: 0.2; KCNQ2 block: inactive; Kir21 inh: 0.07

What do the screens show for `CC1(c2ccccc2Cl)NC(=O)N(CC(=O)Nc2ccc3c(c2)OCO3)C1=O` (stereo not given)?
STK33 inh: -1.1; KCNQ2 block: inactive; Kir21 inh: 1.6

How did CN1C(=O)N(CN2CCCCC2)C2C1N(C)C(=O)N2CN1CCCCC1 (stereo not given) do in these assays?
STK33 inh: 0.9; KCNQ2 block: inactive; Kir21 inh: -0.37

How did CCCCC(=O)NS(=O)(=O)c1ccc(N=NN2CCCCC2)cc1 do in these assays?
STK33 inh: 0.6; KCNQ2 block: inactive; Kir21 inh: -2.9

What do the screens show for `CCN(CC)CCNC(=O)c1ccc(Cl)c(S(=O)(=O)Nc2ccc(Cl)cc2)c1`?
STK33 inh: -0.2; KCNQ2 block: inactive; Kir21 inh: 0.05

How did CCN(CC)C(=O)C1CCN(S(=O)(=O)c2cccc3nonc23)CC1 do in these assays?
STK33 inh: 1.9; KCNQ2 block: inactive; Kir21 inh: -0.29

How did O=C(CN1CCN(c2ccc(F)cc2)CC1)Nc1ccc2c(c1)OCCO2 do in these assays?
STK33 inh: 0.6; KCNQ2 block: inactive; Kir21 inh: 0.84

What do the screens show for `Cc1ccc2nc(NC(=O)C3CCN(c4ncnc5sc(C)c(C)c45)CC3)sc2c1`?
STK33 inh: 0.6; KCNQ2 block: inactive; Kir21 inh: -1.3

What do the screens show for `O=C1CC(=O)C(n2cncn2)C(c2cccc(Cl)c2)C1` (stereo not given)?
STK33 inh: -1.0; KCNQ2 block: inactive; Kir21 inh: -0.67

What do the screens show for `COc1ccc(-n2nc3c(c2NC(=O)COc2ccccc2)CS(=O)(=O)C3)cc1`?
STK33 inh: -1.2; KCNQ2 block: inactive; Kir21 inh: 0

Results for O=S(=O)(Cc1ccc(Cl)cc1)c1ccccc1-c1nnc(-c2ccccc2)o1 ?
STK33 inh: -1.7; KCNQ2 block: inactive; Kir21 inh: 0.56

How did COc1ccc(NC(=O)c2ccco2)cc1NC(=O)c1c(F)c(F)c(OC)c(F)c1F do in these assays?
STK33 inh: -0.1; KCNQ2 block: inactive; Kir21 inh: 0.02

How did CCOc1cc(C2C3=C(CC(C)(C)CC3=O)N(C)C3=C2C(=O)CC(C)(C)C3)ccc1O do in these assays?
STK33 inh: -1.3; KCNQ2 block: inactive; Kir21 inh: 1.1

Results for CCOc1cc(NC(=S)NCc2ccco2)c(OCC)cc1NC(=O)c1ccco1 ?
STK33 inh: -0.9; KCNQ2 block: inactive; Kir21 inh: 1.4

How did CCOCCCn1c(SCc2nc3sc(C(=O)O)c(C)c3c(=O)[nH]2)nnc1-c1ccc(Cl)cc1 do in these assays?
STK33 inh: -1.4; KCNQ2 block: inactive; Kir21 inh: 0

Results for Cc1ccc(SCc2ccc(C(=O)Nc3cccc([N+](=O)[O-])c3C)cc2)cc1 ?
STK33 inh: 0.8; KCNQ2 block: -5.6*; Kir21 inh: -1.3

Results for Cc1nn(C)c(C(=O)NNC(=O)NC2CCCCC2)c1Cl ?
KCNQ2 block: inactive; Kir21 inh: 0.35

What do the screens show for `COc1ccc(Cl)cc1C(=O)N1CCN(Cc2ccc3c(c2)OCO3)CC1`?
STK33 inh: -1.2; KCNQ2 block: inactive; Kir21 inh: 1.8

How did O=C(O)c1ccc(Oc2ccc(S(=O)(=O)c3ccc(C(=O)O)c(C(=O)O)c3)cc2)cc1 do in these assays?
STK33 inh: -2.6; KCNQ2 block: inactive; Kir21 inh: -0.04

Results for Cc1ccc(NC(=O)CN2C(=O)S/C(=C\c3cccn3C)C2=O)cc1 ?
STK33 inh: -0.1; KCNQ2 block: inactive; Kir21 inh: 0.3

Results for COc1ccc(NS(=O)(=O)c2ccc(NS(=O)(=O)c3ccc(SC)cc3)cc2)c(OC)c1 ?
STK33 inh: -0.9; KCNQ2 block: inactive; Kir21 inh: 0.44

How did COc1ccc(C(C)=O)cc1COC(=O)CSC(C)C(=O)Nc1cc(C)on1 (stereo not given) do in these assays?
STK33 inh: -1.1; KCNQ2 block: inactive; Kir21 inh: -0.42

What do the screens show for `COc1ccc2nc(NC(=O)CCN3C(=O)c4ccccc4C3=O)sc2c1`?
STK33 inh: 2.2; KCNQ2 block: inactive; Kir21 inh: 1.8

What do the screens show for `CC(C)(C)C(=O)Nc1ccc(-c2nc3ccccc3c(=O)o2)cc1`?
STK33 inh: -1.0; KCNQ2 block: inactive; Kir21 inh: 0.28

Results for O=C(NN1C(=O)c2ccccc2NC1c1ccoc1)c1ccc([N+](=O)[O-])cc1 (stereo not given) ?
STK33 inh: 0.4; KCNQ2 block: inactive; Kir21 inh: -1.1

Structural class: the compounds so far containing an aryl thioether with sulfur outside any ring
Results for Cc1ccc(OCCSc2nnc(NC(=O)c3ccco3)s2)cc1 ?
STK33 inh: -1.6; KCNQ2 block: inactive; Kir21 inh: -0.46

Results for CCn1c(Cn2nnc(-c3ccccc3)n2)nnc1SCc1ccc(Cl)c(Cl)c1 ?
STK33 inh: -0.8; KCNQ2 block: inactive; Kir21 inh: 0.32

How did CCOCCCn1c(SCc2nc3sc(C(=O)O)c(C)c3c(=O)[nH]2)nnc1-c1ccc(Cl)cc1 do in these assays?
STK33 inh: -1.4; KCNQ2 block: inactive; Kir21 inh: 0

Results for Cc1ccc(SCc2ccc(C(=O)Nc3cccc([N+](=O)[O-])c3C)cc2)cc1 ?
STK33 inh: 0.8; KCNQ2 block: -5.6*; Kir21 inh: -1.3

Results for COc1ccc(NS(=O)(=O)c2ccc(NS(=O)(=O)c3ccc(SC)cc3)cc2)c(OC)c1 ?
STK33 inh: -0.9; KCNQ2 block: inactive; Kir21 inh: 0.44

(listing goes on)
How did Cc1cc(Nc2ccccc2)nn1C(=O)c1ccc([N+](=O)[O-])cc1 do in these assays?
STK33 inh: -1.6; KCNQ2 block: inactive; Kir21 inh: 1.4

How did CCOc1ccccc1NC1=NCC(=O)N1Cc1ccc(F)cc1 do in these assays?
STK33 inh: -0.3; KCNQ2 block: inactive; Kir21 inh: -0.7

How did S=C(NCc1ccccn1)Nc1ccccc1Cl do in these assays?
STK33 inh: -0.5; KCNQ2 block: inactive; Kir21 inh: -0.72

How did CCOC(=O)c1c(NC(=S)NC(=O)c2ccc(Cn3cc(Cl)cn3)o2)sc2c1CCCCC2 do in these assays?
STK33 inh: -2.0; KCNQ2 block: inactive; Kir21 inh: 1.7

How did O=C(Nc1nnc(CCN2CCOCC2)s1)C1CCCCC1 do in these assays?
STK33 inh: -1.5; KCNQ2 block: inactive; Kir21 inh: 0.33

How did CCc1ccc(NC(=S)N2CCC(NC(=O)C3CCCCC3)CC2)cc1 do in these assays?
STK33 inh: 0.4; KCNQ2 block: inactive; Kir21 inh: 1.2

How did CCC(=O)n1nc(NCc2ccccc2OC)nc1NCc1ccccc1OC do in these assays?
STK33 inh: 0.2; KCNQ2 block: -7.3*; Kir21 inh: 0.69

How did COc1ccc(NC(=O)c2cc(-c3ccccn3)nc3c(C)cc(C)cc23)c(C)c1 do in these assays?
STK33 inh: -0.9; KCNQ2 block: inactive; Kir21 inh: 0.34

How did CCc1cc(-c2n[nH]c(=S)n2-c2cccc(C)c2)cs1 do in these assays?
STK33 inh: 0.3; KCNQ2 block: inactive; Kir21 inh: 0.4

Results for O=C(Nc1ccc(C(F)(F)F)cc1)c1csc(-c2ccncc2)n1 ?
STK33 inh: 2.4; KCNQ2 block: inactive; Kir21 inh: 0.15

Results for CC(=O)c1c(C)[nH]c(C(=O)OCC(=O)c2c(N)n(C)c(=O)n(C)c2=O)c1C ?
STK33 inh: -0.8; KCNQ2 block: inactive; Kir21 inh: 0.19

Results for COc1ccc(S(=O)(=O)NCCc2cn3nc(C)c(C)nc3n2)cc1C ?
STK33 inh: -0.3; KCNQ2 block: inactive; Kir21 inh: 1.7

What do the screens show for `Cc1cccc(NC(=O)CS(=O)(=O)Cc2ccccc2)n1`?
STK33 inh: -2.6; KCNQ2 block: inactive; Kir21 inh: -0.92

What do the screens show for `O=C(CNC(=O)C1COc2ccccc2O1)N/N=C\c1ccccc1Cl` (stereo not given)?
STK33 inh: -0.5; KCNQ2 block: inactive; Kir21 inh: -0.82

What do the screens show for `COc1ccc(-c2noc(CN(C(=O)c3ccc4c(c3)OCO4)C(C)C)n2)cc1`?
STK33 inh: -1.1; KCNQ2 block: inactive; Kir21 inh: 0.59

How did CC(C)(CO)NCc1c(OCc2ccc(Cl)cc2)ccc2ccccc12 do in these assays?
STK33 inh: -0.8; KCNQ2 block: inactive; Kir21 inh: -2.9

What do the screens show for `O=C(COc1ccccc1Cl)NNC(=O)c1cc(S(=O)(=O)N2CCOCC2)ccc1N1CCCC1`?
STK33 inh: -2.1; KCNQ2 block: inactive; Kir21 inh: 0.92

What do the screens show for `O=C(NCCCO)c1ccc2[nH]c3ccccc3c2c1`?
STK33 inh: -0.2; KCNQ2 block: inactive; Kir21 inh: 1.9

How did COc1cc(C(=O)NCCOc2ccccc2C)cc(OC)c1OC do in these assays?
STK33 inh: 0.5; KCNQ2 block: inactive; Kir21 inh: 0.8

What do the screens show for `Cc1[nH]c(=O)[nH]c(=O)c1S(=O)(=O)N1CCC(C(=O)N2CCN(c3cccc(C(F)(F)F)c3)CC2)CC1`?
STK33 inh: -0.4; KCNQ2 block: inactive; Kir21 inh: 2.4

What do the screens show for `Cn1c(SCC(=O)NNC(=O)Cc2ccccc2)nnc1-c1ccccc1`?
STK33 inh: 0.0; KCNQ2 block: inactive; Kir21 inh: -0.12

What do the screens show for `Cc1ccc(CC2CC(=O)N(c3nc4ccccc4s3)C2=O)cc1` (stereo not given)?
STK33 inh: -0.4; KCNQ2 block: inactive; Kir21 inh: -0.09

Results for Cc1cc(C)cc(NC(=O)CC2Oc3ccc(C)cc3NC2=O)c1 (stereo not given) ?
STK33 inh: -1.3; KCNQ2 block: inactive; Kir21 inh: -0.05

Results for CSc1ccccc1NS(=O)(=O)c1ccc2c(c1)OCCO2 ?
STK33 inh: -0.4; KCNQ2 block: inactive; Kir21 inh: -0.9

How did Cc1ccc(/C=N/NC(=O)c2nnn(-c3nonc3N)c2C)o1 do in these assays?
STK33 inh: -3.3; KCNQ2 block: inactive; Kir21 inh: -0.14

Results for Cc1cc(C(=O)COC(=O)CN=C2NS(=O)(=O)c3ccccc32)c(C)n1CCc1ccc(Cl)cc1 ?
STK33 inh: -1.1; KCNQ2 block: inactive; Kir21 inh: -0.04

Results for Cc1ccc2c(c1)N(CC(=O)N1CCCCC1c1cccnc1)C(=O)CO2 (stereo not given) ?
STK33 inh: -2.8; KCNQ2 block: inactive; Kir21 inh: -0.2

How did CC(=O)Nc1nc(C(F)(F)F)cs1 do in these assays?
STK33 inh: -2.3; KCNQ2 block: inactive; Kir21 inh: 0.12

Results for CCc1ccc(/C=N/NC(=O)c2nnn(-c3nonc3N)c2CN2CCc3ccccc32)cc1 ?
STK33 inh: 0.4; KCNQ2 block: inactive; Kir21 inh: -0.23

Assay outcomes from PubChem BioAssay.
